DUSP3 inh – inhibitors of human VHR1 phosphatase (DUSP3); P51452; recombinant VHR phosphatase, pNPP absorbance; inhibition, % at 13.3 µM; actives 0.52% (n = 290,000); AID 1654; in the data active = inhibition above about 50%; also: some compounds called inactive have numbers as strong as hits
Target sequence (P51452 whole entry, looked up): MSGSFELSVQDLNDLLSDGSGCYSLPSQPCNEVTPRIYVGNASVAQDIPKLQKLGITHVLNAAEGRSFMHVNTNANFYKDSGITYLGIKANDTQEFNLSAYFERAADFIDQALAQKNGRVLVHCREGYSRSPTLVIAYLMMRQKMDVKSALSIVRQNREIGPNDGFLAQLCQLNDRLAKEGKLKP
SARS 3CLpro inh – SARS-CoV 3CLpro protease inhibition; recombinant SARS-CoV 3CLpro, quenched FRET peptide cleavage; P0C6X7; actives 0.14% (n = 290,000); inhibition, % at 6 µM; AID 1706; in the data active = inhibition above about 12%
Rv3671c inh – inhibitors of M. tuberculosis serine protease Rv3671c | actives 0.048% (n = 320,000) | inhibition, % at 5.96 µM; in the data active = inhibition above about 38%;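 also: extracellular domain of Rv3671c used as enzyme; 0% = enzyme with DMSO and 100% = no enzyme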
Target sequence (P9WHR9 whole entry, looked up, the tested form may be a part): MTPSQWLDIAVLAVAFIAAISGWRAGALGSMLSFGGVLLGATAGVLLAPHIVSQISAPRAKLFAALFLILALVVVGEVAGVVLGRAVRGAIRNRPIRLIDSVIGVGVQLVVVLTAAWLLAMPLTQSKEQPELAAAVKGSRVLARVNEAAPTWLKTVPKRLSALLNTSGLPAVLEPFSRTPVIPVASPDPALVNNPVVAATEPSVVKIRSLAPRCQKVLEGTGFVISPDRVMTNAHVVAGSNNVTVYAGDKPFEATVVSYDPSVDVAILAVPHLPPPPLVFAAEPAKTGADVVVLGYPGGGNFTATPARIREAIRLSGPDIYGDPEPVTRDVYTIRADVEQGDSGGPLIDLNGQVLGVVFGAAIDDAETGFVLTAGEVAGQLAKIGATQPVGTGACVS
* marks the source's active call; other numbers are inactive results; · = not tested or not shown. The list is partial, so the mix of outcomes need not match the whole.

SMILES	DUSP3 inh	SARS 3CLpro inh	Rv3671c inh
CCN(CC)CCCN1C(=O)C(O)=C(C(=O)c2ccc(C)o2)C1c1ccco1 (centres undefined)	·	-2	·
CN(C=O)CP(=O)(O)CCN1CCCC1=O	·	-7	·
CC1(C)CC(=O)c2cc(C(=O)N3CCCCC3)c(=O)n(-c3ccc(Cl)cc3)c2C1	·	-2	·
CCCCCc1c(O)nc(SCC(=O)O)[nH]c1=O	·	1	·
Cc1nc(NC2=NCN(CCN3CCOCC3)CN2)nc2c(C)cccc12	·	1	·
Cc1sc2c(c1C)c(=O)nc1scc(C)n12	·	0	·
CC(=O)c1c(C)n(C(C)C)c2ccc(O)cc12	·	-2	·
Cc1nnc2sc(-c3ccc(NC(=O)c4cccnc4)cc3)nn12	·	-3	·
O=C(NCCCN1CCOCC1)c1cc2cc(Cl)cc(Cl)c2oc1=O	·	0	·
O=C(CN1CCOCC1)N1CCN(C(=O)CN2CCOCC2)CC1	·	0	·
Cc1cc(C)c2c(n1)nn1c(N3CCOCC3)cc(C)nc21	·	-4	·
CCOC(=O)c1ccc(-n2nc(C(F)(F)F)c3c(C)cc(=O)oc32)cc1	·	-7	·
Cc1cc(C(=O)CSCc2nnc3n(CCC(C)C)c(=O)c4ccccc4n23)c(C)n1C	·	-5	·
Cc1cccc2c(=O)oc(-c3ccc4c(c3)C(=O)N(CC3CCCO3)C4=O)nc12 (centres undefined)	·	-2	·
CN(C(=O)Cn1c(=O)n(CCCCC(=O)NC2CCCC2)c(=O)c2ccccc21)C1CCCCC1	·	-4	·
Cn1c(=O)c2c(-c3ccncc3)c3c(nc2n(C)c1=O)-c1ccccc1C3=O	·	1	·
COC(=O)Cc1cc(=O)[nH]c(/N=C(/NC(=O)c2ccccc2)Nc2ccccc2C)n1	·	6	·
CCC(=O)Nc1ccc(-c2nn3c(C)nnc3s2)cc1	·	-2	·
CCc1c(C)nc(/N=C(/NC(=O)c2ccccc2)Nc2ccccc2OC)[nH]c1=O	·	5	·
Fc1cccc(-c2cc3nc4c(c(N5CCN(c6cnccn6)CC5)n3n2)CCCC4)c1	·	3	·
N=c1c(S(=O)(=O)c2ccccc2)cc2c(=O)n3ccccc3nc2n1CCN1CCOCC1	·	5	·
O=C(O)C(CC(=O)N1CCOCC1)NCc1ccccc1 (centres undefined)	·	4	·
Cc1ccc(C(=O)C2=C(O)C(=O)N(CCN(C)C)C2c2ccccn2)o1 (centres undefined)	·	-1	·
O=C(NCCN1CCOCC1)c1cc2cc(Cl)cc(Cl)c2oc1=O	·	-3	·
CCCCOc1ccc(C(=O)CCNC(C(=O)O)C(C)CC)cc1 (centres undefined)	·	-2	·
O=C(c1ccc2c(c1)c(=O)oc1ccccc12)N1CCCCC1	·	-7	·
CCN(CC)CCCN1C(=O)C(=O)/C(=C(/O)c2ccc3c(c2)OCO3)C1c1ccccn1 (centres undefined)	·	-5	·
CCc1ccc(C(C(=O)NC2CCCCC2)N(C(=O)CNC(=O)c2ccco2)c2cccnc2)cc1 (centres undefined)	·	3	·
CC1CCN(Cc2nc3c(c(=O)n(C)c(=O)n3C)n2Cc2c(F)cccc2Cl)CC1	·	-4	·
CCn1c(=N)c(C(N)=O)cc2c(=O)n3cccc(C)c3nc21	·	1	·
Cc1ccc(C2c3c(oc4ccccc4c3=O)C(=O)N2c2nnc(C)s2)o1 (centres undefined)	·	-1	·
Cc1nn2c3ccccc3nc2n(Cc2ccccc2)c1=O	·	3	·
Cc1nnc(N2CCN(c3ccccc3)CC2)c2nn(-c3ccccc3F)c(C)c12	·	-1	·
CCCC(C)C1C(C#N)=C(N)Oc2cc(C)oc(=O)c21 (centres undefined)	·	2	·
COC(=O)c1cc(OC)c(OC)cc1NC(=O)c1cc(C)on1	·	4	·
O=C(CSc1ncnc2ccccc12)N1CCN(c2ccccc2)CC1	·	1	·
Cc1cc(C)nc(-n2c(Nc3ccccc3)cc(=O)c3c(C)n(-c4ccccc4)c(=O)nc32)n1	·	-3	·
Cc1cc(NCCN2CCOCC2)n2ncc(-c3ccc(Cl)cc3)c2n1	·	-1	·
CC1=C(C)C(=O)NC(Nc2nc(C)c3cc(C)cc(C)c3n2)N1 (centres undefined)	·	-4	·
Cc1nnc(SCC(=O)NCCc2ccccc2)[nH]c1=O	·	-4	·

The final 3 records of the section above come first, to join the parts:
SMILES	DUSP3 inh	SARS 3CLpro inh	Rv3671c inh
Cc1cc(NCCN2CCOCC2)n2ncc(-c3ccc(Cl)cc3)c2n1	·	-1	·
CC1=C(C)C(=O)NC(Nc2nc(C)c3cc(C)cc(C)c3n2)N1 (centres undefined)	·	-4	·
Cc1nnc(SCC(=O)NCCc2ccccc2)[nH]c1=O	·	-4	·
Cc1nn2c3c(cnc2c1-c1ccccc1)C(=O)CC(C)C3 (centres undefined)	·	-1	·
Cc1nn(Cc2ccc(C(=O)Nc3ccc(Br)c4cccnc34)o2)c(C)c1Br	·	0	·
Cc1cc(C)n2nc(SCc3cc(=O)n4ccccc4n3)nc2n1	·	-5	·
COCCn1c(=O)c2c3c(sc2n(CC(N)=O)c1=O)CCCC3	·	3	·
O=c1c2ccc(-c3nnc4n3-c3ccccc3SC4)cc2nc2n1CCCCC2	·	2	·
CC(=O)OC(C(=O)Nc1ccccc1C)C(OC(C)=O)C(OC(C)=O)C(OC(C)=O)C(=O)Nc1ccccc1C (centres undefined)	·	-4	·
CC1(OC(=O)c2cnc3ccccc3n2)C(=O)C=C2C=C(c3ccc(C#N)cc3)OC=C2C1=O (centres undefined)	·	·	-20
COc1ccc(CNC(=O)c2ccc(N3CCC4(CC3)CC(c3ccc(Cl)cc3)=NO4)c(N)c2)cc1	·	·	-12
Nc1ccc(O)c2ccccc12	·	·	-31
C=C(NC(=O)C(=C)NC(=O)c1csc(C2=NC3c4csc(n4)C4NC(=O)c5csc(n5)C([C@@](C)(O)C(C)O)NC(=O)C5CSC(=N5)/C(=C\C)NC(=O)C(C(C)O)NC(=O)c5csc(n5)[C@]3(CC2)NC(=O)C(C)NC(=O)C(=C)NC(=O)C(C)NC(=O)C(C(C)CC)NC2C=Cc3c(C(C)O)cc(nc3C2O)C(=O)OC4C)n1)C(N)=O (some centres undefined)	·	·	-27
COC(=O)CCCC1=CC2=CC(=O)C(C)(O)C(=O)C2=CO1 (centres undefined)	·	·	-7
Cc1nc2ccc(CN(C)c3ccc(C(=O)N[C@@H](CCC(=O)O)C(=O)O)s3)cc2c(=O)[nH]1	·	·	-4
O=C(O)C1=CC(=C(c2ccc(O)c(C(=O)O)c2)c2ccc(O)c(C(=O)O)c2)C=CC1=O	·	·	33
NC(Cc1cc(O)c(O)cc1O)C(=O)O (centres undefined)	·	·	30
CC1(O)C(=O)C=C2C=C(c3ccc(C#N)cc3)OC=C2C1=O (centres undefined)	·	·	6
CCCCC1=CC2=CC(=O)C(C)(OC(=O)CCC(=O)OC)C(=O)C2=CO1 (centres undefined)	·	·	-7
O=C(Nc1ccc(Cl)cc1)c1nc[nH]c1C(=O)NCCCNC(=O)c1[nH]cnc1C(=O)Nc1ccc(Cl)cc1	·	·	-5
CC(C)(C)OC(=O)NCCCC1=CC2=CC(=O)C(C)(OC(=O)c3ccc(Cl)nc3)C(=O)C2=CO1 (centres undefined)	·	·	13
CCOC(=O)c1ccc(NC(=S)Nc2ccccc2N)cc1	·	·	-5
NC(CCCCc1ccccc1)c1cccc2ccccc12 (centres undefined)	·	·	4

3 structures already listed, arranged by count of non-hydrogen atoms, ascending:
SMILES	DUSP3 inh	SARS 3CLpro inh	Rv3671c inh
COCCn1c(=O)c2c3c(sc2n(CC(N)=O)c1=O)CCCC3	·	3	·
Cc1cc(C)n2nc(SCc3cc(=O)n4ccccc4n3)nc2n1	·	-5	·
Cc1nn(Cc2ccc(C(=O)Nc3ccc(Br)c4cccnc34)o2)c(C)c1Br	·	0	·

Pulled by structure from above (2):
SMILES	DUSP3 inh	SARS 3CLpro inh	Rv3671c inh
NC(CCCCc1ccccc1)c1cccc2ccccc12 (centres undefined)	·	·	4
Cc1nn2c3c(cnc2c1-c1ccccc1)C(=O)CC(C)C3 (centres undefined)	·	-1	·

Additional entries follow:
SMILES	DUSP3 inh	SARS 3CLpro inh	Rv3671c inh
C[C@H](NC(CCc1ccccc1)C(=O)O)C(=O)N1CCC[C@H]1C(=O)O (some centres undefined)	·	·	2
C=C(C(=O)Oc1ccccc1C(C)(C)C)c1ccccc1	·	·	-17
CCCCOC(=O)NS(=O)(=O)c1sc(CC(C)C)cc1-c1ccc(Cn2c(CC)nc3c(C)cc(C)nc32)cc1	·	·	-14
COC(=O)CCC(=O)OC1(C)C(=O)C2=CN(Cc3ccco3)C(c3ccc(OC)cc3)=CC2=C(Br)C1=O (centres undefined)	·	·	-11
C[C@]12CC[C@H](O)CC1=CC[C@@H]1[C@@H]2CC[C@@]2(C)[C@H]1CC[C@]2(C)O	·	·	-1
CS(=O)(=O)NCc1ccccc1Br	·	·	6
CCC1C=CC=CC[C@H](C)[C@@H](O)[C@](C)(O)C(=O)[C@@H](C)[C@H](O)[C@@H](C)C(=O)[C@H](C)[C@@H](O)[C@H](C)C=CC(=O)OC2[C@@H](C)C(CC1)OC1(CC[C@@H](C)C(C[C@H](C)O)O1)[C@@H]2C (some centres undefined)	·	·	-19
COCc1c(C(C)C)nc(C(C)C)c(/C=C/[C@@H](O)C[C@@H](O)CC(=O)O)c1-c1ccc(F)cc1	·	·	-2
O=C1OC2(c3ccccc31)c1cc(I)c(O)c(I)c1Oc1c2cc(I)c(O)c1I	·	·	-344
C#CCOCCOCCOCCNc1nc(N2CCN(C(=O)CCCCCCCCCCNC(=O)[C@H]([C@@H](C)CC)n3cc(CCCCN=C(N)N)nn3)CC2)nc(N2CCN(C(=O)CCCCCCCCCCNC(=O)[C@H](CCCCN)n3cc(C[C@@H](C)CC)nn3)CC2)n1	·	·	-34
CC(=O)OCCN1C(=O)c2cccc3cc([N+](=O)[O-])cc(c23)C1=O	·	·	4
C#C[C@]1(O)CC[C@H]2[C@@H]3[C@H](C)CC4=C(CCC(=O)C4)[C@H]3CC[C@@]21C	·	·	3
CCCCC1=CC2=CC(=O)C(C)(O)C(=O)C2=CO1 (centres undefined)	·	·	10
CCCCC1=CC2=CC(=O)C(C)(OC(=O)c3ccco3)C(=O)C2=CO1 (centres undefined)	·	·	4
OC[C@@H](O)CCl	·	·	-9
COc1ccc(C2=CC3=CC(=O)C(C)(O)C(=O)C3=CO2)cc1 (centres undefined)	·	·	1
CC(=O)OC[C@]12CC[C@H]3[C@@](C)(CC[C@H]4C(C)(C)CCC[C@]34C)[C@@H]1C[C@H](C1=CC(=O)O[C@@H]1OC(C)=O)O2	·	·	-10
Cc1ccc2c(c1)-n1c(nc3cc(Cl)ccc3c1=O)C(Cc1ccccc1)NC2=O (centres undefined)	·	·	1
CC(C)[C@]1(c2ccc(Cl)cc2)ON(c2ccccc2C(F)(F)F)C1=O	·	·	-7
C#CCOCCOCCOCCNc1nc(N2CCN(C(=O)CCCCCCCCCCNC(=O)[C@H](CCCN=C(N)N)n3cc(C[C@@H](C)CC)nn3)CC2)nc(N2CCN(C(=O)CCCCCCCCCCNC(=O)[C@@H]([C@H](C)CC)n3cc(CCCCCN)nn3)CC2)n1	·	·	-36
C=CC[C@@H]1C=C(C)C[C@H](C)C[C@H](OC)[C@H]2O[C@@](O)(C(=O)C(=O)N3CCCC[C@H]3C(=O)O[C@H](/C(C)=C/[C@@H]3CC[C@@H](O)[C@H](OC)C3)[C@H](C)[C@@H](O)CC1=O)[C@H](C)C[C@@H]2OC	·	·	-4
CC[C@H]1CC2CN3CCc4c([nH]c5c([C@H]6C[C@H]7[C@H](CC)CN(C)[C@@H](Cc8c6[nH]c6ccccc86)[C@H]7C(=O)OC)c(OC)ccc45)C(C(=O)OC)(C2)C13	·	·	0
COC(=O)CCC(=O)c1ccc(OC)c(Cl)c1	·	·	-5
CCC(=O)OC1(C)C(=O)C=C2C=C(CCCCNC(=O)OC(C)(C)C)OC=C2C1=O (centres undefined)	·	·	-10
CC1(c2nnc(-c3ccc(F)cc3)o2)CC(c2ccncc2)=NO1 (centres undefined)	·	·	-14
C#CCOCCOCCOCCNc1nc(N2CCN(C(=O)CCCCCCCCCCNC(=O)[C@H]([C@@H](C)CC)n3cc(CCCCN=C(N)N)nn3)CC2)nc(N2CCN(C(=O)CCCCCCCCCCNC(=O)[C@H](CCCN=C(N)N)n3cc(C[C@@H](C)CC)nn3)CC2)n1	·	·	-49
CC(C)(O)[C@@H]1[C@H]2OC(=O)[C@@H]1[C@]1(O)C[C@H]3O[C@]34C(=O)O[C@H]2[C@]14C (tested in a mixture with another compound)	·	·	4
O=C(c1ccccc1)c1ccc(N2CCNCC2)cc1	11	5	·
CCOc1cccc(C2c3c(oc4cc(C)c(C)cc4c3=O)C(=O)N2CCCN(C)C)c1 (centres undefined)	50*	1	·
O=C(c1cc2ccccn2n1)N1CCCC1	23	1	·
O=C(O)c1ccccc1S	-22	2	·
CCC(C)C(NC(=O)C1CCC(C)CC1)C(=O)NC1CCN(Cc2ccccc2)CC1 (centres undefined)	-2	-3	·
CC(=O)N1CCc2ccc(C(=O)CN3CCN(c4cccc(C)c4C)CC3)cc21	17	5	·
COc1ccc(CNC(=O)COC(=O)c2cc(-c3ccco3)nc3ccccc23)cc1	12	3	·
COc1ccc(C2C(C(C)=O)=C(C)N=c3s/c(=C/c4ccc5c(c4)OCO5)c(=O)n32)cc1 (centres undefined)	-5	2	·
O=S(=O)(c1cc(-c2nc3ccccc3s2)ccc1Cl)N1CCOCC1	27	-6	·
Cc1ccc2[nH]c3c(N4CCCCCC4)ncnc3c2c1	21	0	·
COc1cccc(-n2nnnc2SCC(=O)c2cc(OC)ccc2OC)c1	-3	2	·
CC(C)C(=O)Nc1ccc(C(=O)N2CCN(C(=O)c3ccco3)CC2)cc1	8	1	·

Screening data (PubChem BioAssay)
